dFosB act – activators of mouse delta FosB homodimer. P13346. purified delta FosB, TAMRA-CDK5 oligo fluorescence polarization; percent of positive-control signal above neutral wells. activation, % at 25 µM. actives 0.99% (n = 340,000). AID 493131;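 active = mean activation above about 17%, with every replicate also reaching it, limit read from the data, passing the limit was not always enough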;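 also: fluorescence polarization rise as delta FosB binds a TAMRA Cdk5 AP-1 oligo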
CDK5 inh – blocks human CDK5/p35 kinase activity. Q00535+Q15078. Recombinant CDK5/p35, ADP-Glo luminescence, 60 min. inhibition, % at 10 µM. actives 0.01% (n = 330,000);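 active = highest replicate inhibition of at least 50% and at least 75% of replicates reaching 50%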;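 also: plate controls were DMSO neutral control for no effect and GW8510 at 10 µM for full effect; many of its hits are not listed in these tables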
Target sequence (Q00535 whole entry, looked up): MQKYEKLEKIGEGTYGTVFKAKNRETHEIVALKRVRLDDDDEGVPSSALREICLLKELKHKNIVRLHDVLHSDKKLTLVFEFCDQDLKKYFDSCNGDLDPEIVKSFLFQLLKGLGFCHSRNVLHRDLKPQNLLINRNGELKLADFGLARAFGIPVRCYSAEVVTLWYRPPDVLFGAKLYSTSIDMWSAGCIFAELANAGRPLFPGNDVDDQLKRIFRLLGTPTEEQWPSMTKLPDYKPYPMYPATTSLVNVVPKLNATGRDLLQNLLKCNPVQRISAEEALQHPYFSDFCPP
Target sequence (Q15078 whole entry, looked up): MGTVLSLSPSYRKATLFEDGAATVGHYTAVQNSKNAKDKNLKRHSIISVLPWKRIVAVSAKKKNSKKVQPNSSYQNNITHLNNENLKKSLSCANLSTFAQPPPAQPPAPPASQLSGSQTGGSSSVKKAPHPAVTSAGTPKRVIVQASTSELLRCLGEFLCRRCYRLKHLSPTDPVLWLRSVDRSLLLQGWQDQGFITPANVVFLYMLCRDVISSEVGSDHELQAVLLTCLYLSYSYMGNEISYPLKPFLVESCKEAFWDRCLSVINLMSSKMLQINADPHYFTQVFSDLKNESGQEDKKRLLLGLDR
NSD2 inh – inhibitors of human histone methyltransferase NSD2 | O96028 | NSD2 peptide methylation, AlphaScreen, 120 min | inhibition, % at 12.5 µM | actives 0.54% (n = 310,000) | AID 743445; in the data active = inhibition above about 50%
cardiac RTF act – increases calcium sensitivity of human cardiac regulated thin filaments | activation, % at 7.2 µM | actives 0.24% (n = 340,000) | IANBD-labeled TnC RTF fluorescence at EC20 calcium; 0% EC20 calcium, 100% full calcium;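 active = activation above the mean over all tested compounds plus 3 SD, cut at about 30% in these data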;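 also: rise in fluorescence read as greater calcium sensitivity of cardiac thin filaments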
PvdQ acylase – blocks Pseudomonas aeruginosa PvdQ acylase activity; purified PvdQ acylase, fluorescence plate reader; inhibition, % at 10 µM; actives 0.063% (n = 340,000); in the data active = inhibition above about 30%, passing the limit was not always enough;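 also: 0% = vehicle neutral wells and 100% = reference inhibitor wells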
PfHsp90 yeast 2 – growth inhibition of yeast expressing Plasmodium Hsp90; S. cerevisiae expressing PfHsp90, BacTiter-Glo ATP, 48 h; yeast lacking PDR1 and PDR3 efflux regulators; inhibition, % at 9.4 µM; actives 0.32% (n = 310,000);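 active = every replicate shows inhibition above about 80%, whatever the replicate mean, limit read from the data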;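 also: 0% = DMSO neutral controls and 100% = 20 µM radicicol positive controls; yeast relying on Plasmodium falciparum Hsp90 in place of its own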
Keap1 Nrf2 FP – inhibitors of human Keap1-Nrf2 protein-protein interaction | inhibition, % at 9.4 µM | actives 0.15% (n = 340,000) | Q14145 | Keap1 Kelch-Nrf2 peptide fluorescence polarization, 1536-well; in the data active = inhibition above about 12%;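 also: human Keap1 Kelch domain with fluorescein labeled Nrf2 9mer peptide probe; 0% = neutral control wells and 100% = peptide positive control; higher means more block of Keap1 binding to Nrf2 peptide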
Rtt109 HAT inh – blocks Candida albicans Rtt109/Vps75 acetyltransferase activity; inhibition, % at 34.9 µM; purified Rtt109/Vps75, ThioGlo CoA-SH fluorescence, 4 h; AID 540336; Q5AAJ8; actives 0.16% (n = 330,000);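 active = inhibition of at least 50% in every replicate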
Target sequence (Q5AAJ8 whole entry, looked up): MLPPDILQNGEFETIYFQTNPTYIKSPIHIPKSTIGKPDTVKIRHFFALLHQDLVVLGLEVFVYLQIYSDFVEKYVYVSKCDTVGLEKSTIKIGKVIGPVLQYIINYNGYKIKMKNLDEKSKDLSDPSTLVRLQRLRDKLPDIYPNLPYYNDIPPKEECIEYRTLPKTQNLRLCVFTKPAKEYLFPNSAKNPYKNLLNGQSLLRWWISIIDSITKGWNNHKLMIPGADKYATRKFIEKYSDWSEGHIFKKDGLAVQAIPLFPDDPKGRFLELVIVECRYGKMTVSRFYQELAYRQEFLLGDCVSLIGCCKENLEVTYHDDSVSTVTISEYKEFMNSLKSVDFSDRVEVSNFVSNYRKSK
Mot1-301 SUMO – SUMOylation pathway inhibition by Mot1-301 growth rescue; S. cerevisiae Mot1-301 growth rescue, ATP luminescence, 38.5C; percent above DMSO median, 100 means doubled; growth rescue, % at 18.8 µM; actives 1% (n = 320,000);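 active = every valid replicate shows activation above 250% relative to neutral control wells; inactive = the rest, any valid replicate at or below 250%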;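 also: OY570 slx delta 5 strain wells were the positive control but not used for scaling; some compounds called inactive have numbers as strong as hits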
C-LANA FP – blocks KSHV LANA C-terminal domain binding to DNA; MBP-C-LANA/FAM-LBS DNA binding, fluorescence polarization; inhibition, % at 9 µM; actives 0.078% (n = 340,000); AID 504423;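 active = highest replicate inhibition at or above 60% at 9 µM, even if other replicates fall short; inactive = all replicates below 60% inhibition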;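 also: 0% = neutral control wells and 100% = 4 µM acridine orange control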
RTF Ca sens inh – cardiac RTF calcium desensitization; IANBD-labeled cardiac RTF, Ca2+ fluorescence; inhibition, % at 7.15 µM; actives 0.12% (n = 340,000); AID 493244;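 active = inhibition above the mean inhibition of all tested compounds plus 3 SD, cut at about 17% in these data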;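 also: assay run at fixed EC70 calcium of 1.6 mM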
Active calls of the source: *; . = not tested or not shown.

entry	Structure	dFosB act	CDK5 inh	NSD2 inh	cardiac RTF act	PvdQ acylase	PfHsp90 yeast 2
1	O=C1CSC(c2cccc(F)c2)N1c1ccccc1 (centres undefined)	2	-0.2	-3	-3	1	2
2	O=C1CCCC2=C1C(c1cccs1)CC(=O)N2c1ccc(F)cc1 (centres undefined)	-1	0.3	1	-3	0	.
3	COc1ccc(C(=O)NC(C)Cc2cnccn2)cc1OC1CCN(C(C)C)CC1 (centres undefined)	0	0.5	5	-4	-4	4
4	COc1ccc(/C(C)=N\n2cnnc2)cc1	4	-0.8	1	5	-6	-6
5	O=C(Nc1ccnn1C1CCN(Cc2c(F)cccc2Cl)CC1)C1CCCC1	-13	0.4	-3	2	-15	-7
6	CCN(CC)S(=O)(=O)c1ccc(S(=O)(=O)N2CCC(N3CCCCC3)CC2)cc1	-3	1.8	-6	2	11	-2
7	C=C(C)C(=O)Nc1cccc(C(C)=O)c1	6	0.8	1	-6	7	2
8	Cc1ccc(OCCOc2ccc(S(=O)(=O)N3CCCC3)cc2C(N)=O)cc1	6	-2.8	0	7	2	-13
9	CCC(=O)Nc1ccc(S(=O)(=O)c2ccc(NC(=O)CC)cc2)cc1	-5	-0.7	4	3	-3	3
10	CCOC(=O)[C@H]1[C@H]2COc3ccc(C)cc3[C@@H]2N2C(=O)c3cc(Br)ccc3NC(=O)[C@@]12C	5	-3.1	.	0	-13	.

entry	Keap1 Nrf2 FP	Rtt109 HAT inh	Mot1-301 SUMO	C-LANA FP	RTF Ca sens inh
1	0	-6	0	-1.2	-1
2	-5	0	11	-0.3	-7
3	2	0	2	-1.4	4
4	-5	3	-7	0.8	-10
5	3	-10	-12	0.9	-14
6	-4	11	-5	0.0	8
7	-2	-10	-33	0.7	-1
8	0	-5	-1	0.2	1
9	-1	-9	-12	1.3	8
10	-5	8	211	-1.8	4

The results go on.
entry	Structure	dFosB act	CDK5 inh	NSD2 inh	cardiac RTF act	PvdQ acylase	PfHsp90 yeast 2
11	c1ccc(CSc2nnc(Cc3ccccn3)o2)cc1	1	-0.5	2	0	-11	13
12	COc1cccc(C=N[C@@H](CO)[C@@H](O)c2ccc([N+](=O)[O-])cc2)c1O	-1	-1.2	1	3	-19	-39
13	Cc1cc(Br)ccc1SCC(=O)OCC(=O)NC1CCCC1	0	0.5	-3	-2	-1	5
14	CCC(=NC)C1=C(O)CC(c2ccccc2)CC1=O (centres undefined)	-11	0.0	0	5	-12	23
15	O=C(NCc1ccco1)C(=O)NCC(c1ccco1)N1CCOCC1 (centres undefined)	-8	1.0	.	-2	-8	-8
16	Cc1ccc(CC(=O)Nc2ccccc2-c2ccccc2)cc1C	-1	-0.6	4	-6	11	-29
17	Cn1cccc1-c1nc2ccc(NC(=O)c3ccc([N+](=O)[O-])cc3)cc2[nH]1	3	-2.1	3	1	-12	-12
18	Cc1ccccc1CNC(=O)c1ccccc1N(C)S(=O)(=O)c1ccccc1	-3	2.3	-5	1	7	-4
19	N/C(=N/OC(=O)c1ccccc1Cl)c1ncc([N+](=O)[O-])s1	-4	-0.2	2	1	-8	-3
20	COc1ccc(N2CC(C(=O)Nc3nnc(SCCC4OCCO4)s3)CC2=O)cc1 (centres undefined)	-6	1.6	-1	2	-8	-18

entry	Keap1 Nrf2 FP	Rtt109 HAT inh	Mot1-301 SUMO	C-LANA FP	RTF Ca sens inh
11	-4	-1	-8	-1.0	-10
12	-2	-3	-15	1.6	-2
13	3	-2	-4	-0.1	10
14	-7	-10	32	0.5	-9
15	0	-4	-18	0.2	-21
16	-1	10	1	-0.1	0
17	-6	-13	0	1.0	-7
18	4	8	-11	-0.3	-4
19	1	1	-14	0.9	-6
20	0	3	-7	0.6	-7

Rewritten in transposed form: entries from further up.
2	O=C1CCCC2=C1C(c1cccs1)CC(=O)N2c1ccc(F)cc1 (centres undefined)
3	COc1ccc(C(=O)NC(C)Cc2cnccn2)cc1OC1CCN(C(C)C)CC1 (centres undefined)
4	COc1ccc(/C(C)=N\n2cnnc2)cc1
5	O=C(Nc1ccnn1C1CCN(Cc2c(F)cccc2Cl)CC1)C1CCCC1
6	CCN(CC)S(=O)(=O)c1ccc(S(=O)(=O)N2CCC(N3CCCCC3)CC2)cc1
7	C=C(C)C(=O)Nc1cccc(C(C)=O)c1

compound no.	2	3	4	5	6	7
dFosB act	-1	0	4	-13	-3	6
CDK5 inh	0.3	0.5	-0.8	0.4	1.8	0.8
NSD2 inh	1	5	1	-3	-6	1
cardiac RTF act	-3	-4	5	2	2	-6
PvdQ acylase	0	-4	-6	-15	11	7
PfHsp90 yeast 2	.	4	-6	-7	-2	2
Keap1 Nrf2 FP	-5	2	-5	3	-4	-2
Rtt109 HAT inh	0	0	3	-10	11	-10
Mot1-301 SUMO	11	2	-7	-12	-5	-33
C-LANA FP	-0.3	-1.4	0.8	0.9	0.0	0.7
RTF Ca sens inh	-7	4	-10	-14	8	-1

Whole records, looked up by structure.
Profile of `COc1ccc(N2CC(C(=O)Nc3nnc(SCCC4OCCO4)s3)CC2=O)cc1` (centres undefined) = dFosB act = -6; CDK5 inh = 1.6; NSD2 inh = -1; cardiac RTF act = 2; PvdQ acylase = -8; PfHsp90 yeast 2 = -18; Keap1 Nrf2 FP = 0; Rtt109 HAT inh = 3; Mot1-301 SUMO = -7; C-LANA FP = 0.6; RTF Ca sens inh = -7
Profile of `N/C(=N/OC(=O)c1ccccc1Cl)c1ncc([N+](=O)[O-])s1` = dFosB act = -4; CDK5 inh = -0.2; NSD2 inh = 2; cardiac RTF act = 1; PvdQ acylase = -8; PfHsp90 yeast 2 = -3; Keap1 Nrf2 FP = 1; Rtt109 HAT inh = 1; Mot1-301 SUMO = -14; C-LANA FP = 0.9; RTF Ca sens inh = -6

Carrying on.
entry	Structure	dFosB act	CDK5 inh	NSD2 inh	cardiac RTF act	PvdQ acylase	PfHsp90 yeast 2
21	CC(C)CCNC(=O)C1CC(c2cccc(F)c2)=NO1 (centres undefined)	-3	-2.6	.	11	2	-3
22	Cc1cc(OCC(=O)NC(C)C)cc(C)c1Cl	-3	-1.3	0	-3	-12	23
23	O=C(Nc1nc2ccc(F)cc2s1)C1CC(=O)N(c2ccc3c(c2)OCCO3)C1 (centres undefined)	-10	1.2	-1	-2	-20	18
24	CC(/C=C/c1ccc2c(c1)OCO2)=N/NC(=O)c1cccnc1	-6	0.5	1	-2	-7	13
25	CC(C)OCCCNC(=O)CN1C(=O)CSc2ccc(S(=O)(=O)N3CCCCC3)cc21	1	-1.5	2	-3	4	-8
26	CC(C)(C)c1ccc(C(=O)NCC(=O)OCC(=O)NC(=O)NC2CCCC2)cc1	-15	-3.3	16	6	-8	.
27	COc1ccccc1NC(=O)/C=C1\NC(=O)CS1	-3	0.8	-2	3	-11	-26
28	CS(=O)(=O)N(CC(=O)Nc1cccnc1)c1ccc2c(c1)OCCO2	2	0.3	-2	-2	8	16
29	CC(=O)c1cc(C#N)c(NCc2cc(-c3ccccc3)no2)nc1C	-11	-1.5	-1	1	6	3
30	Cc1cc(/C=N/NC(=O)c2ccccn2)c(C)n1-c1cccc([N+](=O)[O-])c1	-5	0.3	4	2	-7	0

entry	Keap1 Nrf2 FP	Rtt109 HAT inh	Mot1-301 SUMO	C-LANA FP	RTF Ca sens inh
21	-4	2	-4	-3.6	7
22	-3	-4	-3	0.9	-2
23	5	11	2	-0.9	1
24	-2	-2	-6	0.8	-11
25	0	3	10	2.1	4
26	-1	-3	-5	0.6	-3
27	3	-15	.	0.1	-1
28	4	-2	-7	1.0	-3
29	3	.	-7	-8.3	-1
30	-3	1	-6	0.3	-1

(listing goes on)
entry	Structure	dFosB act	CDK5 inh	NSD2 inh	cardiac RTF act	PvdQ acylase	PfHsp90 yeast 2
31	COc1cccc(/C(O)=C2\C(=O)C(=O)N(c3ccccn3)C2c2ccccc2OC)c1 (centres undefined)	1	-0.5	-1	1	3	14
32	COc1ccc(CCNC(=O)CCCCCNC(=O)N2CCn3c2nc2ccccc23)cc1OC	3	0.3	-2	-2	-3	0
33	O=C(OCC(=O)N1CCCCCC1)c1ccc(Cl)nc1	2	0.2	-2	-1	-1	3
34	Cc1ccccc1CSCC(=O)c1c(N)n(C)c(=O)n(C)c1=O	0	2.6	0	-1	2	-36
35	CCOC(=O)c1ccc(N2CSC3=C(C#N)C(c4ccc(OC)cc4OC)CC(=O)N3C2)cc1 (centres undefined)	3	0.9	.	2	3	7
36	COc1cc2ccccc2cc1C(=O)Nc1nnc(-c2ccncc2)o1	-7	-0.6	-3	-4	3	-8
37	Cc1ccc(S(=O)(=O)N2CCN(C(=O)COC(=O)/C=C/c3ccc(Cl)cc3)CC2)c(C)c1	-18	0.4	-2	-1	-3	13
38	CCc1cccc(CC)c1NC(=S)NCC(c1cccnc1)N(C)C (centres undefined)	1	0.5	-1	-5	-9	5
39	CC(C)Cn1c(CN(Cc2ccccc2)Cc2ccccc2)nc2c1c(=O)n(C)c(=O)n2C	-8	0.3	.	-2	-10	28
40	COc1ccc(Cl)cc1NC(=S)N1CCC(c2ccc(C)cc2)C1 (centres undefined)	-2	-1.7	-17	2	7	-46

entry	Keap1 Nrf2 FP	Rtt109 HAT inh	Mot1-301 SUMO	C-LANA FP	RTF Ca sens inh
31	1	13	-1	-0.3	-2
32	-4	-2	51	1.8	10
33	2	5	-16	1.5	-2
34	-3	-4	-7	1.2	-3
35	-5	7	16	-0.1	9
36	3	3	-12	0.2	-1
37	5	-1	.	0.0	-4
38	0	-1	-4	1.4	4
39	-4	0	-5	-0.4	0
40	-2	12	6	-2.5	9

(further entries)
entry	Structure	dFosB act	CDK5 inh	NSD2 inh	cardiac RTF act	PvdQ acylase	PfHsp90 yeast 2
41	Nc1n[nH]c2cc(=O)n(-c3cccc(C(F)(F)F)c3)nc12	-1	6.3	3	1	-12	-14
42	CCCCn1c(N)c(N(CCOC)C(=O)CCCc2nc3ccccc3s2)c(=O)[nH]c1=O	-5	3.2	-1	-2	7	-5
43	Cc1nn(CC(=O)NCc2cc3ccccc3[nH]2)c(C)c1[N+](=O)[O-]	0	-1.0	-1	4	-11	-6
44	COc1ccc(S(=O)(=O)NN=C2CCCCC2)cc1	5	-1.8	1	3	-5	16

entry	Keap1 Nrf2 FP	Rtt109 HAT inh	Mot1-301 SUMO	C-LANA FP	RTF Ca sens inh
41	1	.	9	6.8	-6
42	-3	0	-16	-0.7	0
43	-4	-8	11	1.5	-4
44	-8	-9	-5	1.9	-1

Screening data from PubChem.
